# Source: PubChem BioAssay
# EP2 antag = EP2 receptor (human) inhibition; P43116; C6 glioma cells expressing human EP2, cAMP TR-FRET; cells stimulated with saturating PGE2; hit rate 0.52% among 260,000; inhibition, % at 25 µM; AID 1422;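 active means percent inhibition above 40 after rounding to a whole number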;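 further: rat C6 glioma host cells with rolipram phosphodiesterase inhibitor present; the protocol text gives 20 µM as final concentration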
# Target sequence (P43116 whole entry, looked up): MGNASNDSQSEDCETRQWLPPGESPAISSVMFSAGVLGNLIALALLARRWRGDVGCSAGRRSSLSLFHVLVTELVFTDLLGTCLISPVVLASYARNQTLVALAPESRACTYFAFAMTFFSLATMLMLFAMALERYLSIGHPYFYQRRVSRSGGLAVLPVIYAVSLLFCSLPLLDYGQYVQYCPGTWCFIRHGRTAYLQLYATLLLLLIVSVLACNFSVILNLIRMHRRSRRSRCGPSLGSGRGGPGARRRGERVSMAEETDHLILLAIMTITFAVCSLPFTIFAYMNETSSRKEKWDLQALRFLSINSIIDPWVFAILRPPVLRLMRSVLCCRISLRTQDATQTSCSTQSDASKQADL
# p47phox inh = inhibitors of human p47phox binding; inhibition, % at 24.7 µM; AID 1274; p47phox/p22phox peptide binding, fluorescence polarization, 2 h; P14598; hit rate 0.53% among 220,000;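 active means inhibition above about 30%, limit read from the data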;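 further: 0% = p47phox with labelled peptide and 100% = labelled peptide alone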
# Target sequence (P14598 whole entry, looked up): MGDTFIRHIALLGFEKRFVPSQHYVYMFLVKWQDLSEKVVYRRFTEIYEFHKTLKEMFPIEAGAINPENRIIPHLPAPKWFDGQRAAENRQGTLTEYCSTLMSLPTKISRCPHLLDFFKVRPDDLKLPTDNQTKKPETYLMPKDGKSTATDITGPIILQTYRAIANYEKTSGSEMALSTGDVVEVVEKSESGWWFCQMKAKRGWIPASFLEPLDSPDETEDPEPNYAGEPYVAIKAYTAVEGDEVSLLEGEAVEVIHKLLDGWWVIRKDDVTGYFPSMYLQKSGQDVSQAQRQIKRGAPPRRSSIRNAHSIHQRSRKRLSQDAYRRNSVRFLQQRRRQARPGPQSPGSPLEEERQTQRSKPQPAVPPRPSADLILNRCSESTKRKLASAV
# p97 ATPase inh = human p97 ATPase inhibition | hit rate 0.42% among 220,000 | recombinant p97 ATPase, Kinase-Glo ATP luminescence, 3 h | P55072 | inhibition, % at 8 µM; in the data active means inhibition above about 15%;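 further: 0% = DMSO vehicle and 100% = wells lacking enzyme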
# Furin inhibitor = human furin inhibition. P09958. purified furin, fluorogenic substrate cleavage. inhibition, % at 30 µM. hit rate 0.061% among 220,000. AID 463115; in the data active means inhibition above about 25%; further: inactives centre near -15
# BaF3 parental = parental Ba/F3 viability inhibition as JAK2V617F counter-screen | CellTiter-Glo ATP luminescence | hit rate 1.1% among 220,000 | inhibition, % at 5.6 µM;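 active means inhibition above a per-campaign cutoff, the mean inhibition of all tested compounds plus 3 SD, cut at about 27% in these data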;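 further: 0% = DMSO wells and 100% = JAK Inhibitor I control wells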
# Ba/F3 V617F tox = loss of viability in JAK2V617F-driven Ba/F3 cells. hit rate 1.1% among 220,000. Ba/F3 EpoR-JAK2V617F viability, ATP luminescence. AID 1446. inhibition, % at 5.6 µM;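 active means inhibition above the campaign mean plus 3 SD over all tested compounds, cut at about 24% in these data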;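 further: cytokine-independent growth of Ba/F3 cells driven by EpoR plus mutant JAK2; 0% = DMSO-treated cells and 100% = JAK inhibitor I control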
# Tb hexokinase = T. brucei hexokinase 1 inhibition; recombinant TbHK1, G6PDH-coupled NADH A340; inhibition, % at 10 µM; hit rate 0.11% among 220,000;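 active means inhibition of 50% or more in the single-dose primary screen; inactive means inhibition below 50%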
# RBBP9 inh = human RBBP9 hydrolase inhibition; O75884; recombinant RBBP9, FP-Rh probe fluorescence polarization; inhibition, % at 7.94 µM; hit rate 0.2% among 220,000;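 active means inhibition above the campaign mean of all tested compounds plus 3 SD, cut at about 14% in these data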;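 further: plate controls were DMSO wells with RBBP9 for no effect and wells lacking RBBP9 protein for full effect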
# Target sequence (O75884 whole entry, looked up): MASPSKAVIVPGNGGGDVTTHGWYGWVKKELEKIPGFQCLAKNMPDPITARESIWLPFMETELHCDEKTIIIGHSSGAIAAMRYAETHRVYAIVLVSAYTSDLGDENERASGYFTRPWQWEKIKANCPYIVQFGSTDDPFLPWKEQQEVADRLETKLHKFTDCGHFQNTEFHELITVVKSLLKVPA
#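 System: RBBP9 protein / Buffer or medium: Tris/NaCl buffer pH 8.0 with 0.1% Pluronic / Probe or stimulus: Serine-hydrolase probe FP-Rh, 375 nM pre-mixing / Dosing: 7.94 µM single dose, 0.794% DMSO / Times: enzyme-compound preincubation 30 min, then probe labeling 45 min, 25 °C / Technique: fluorescence polarization (mP), excitation 525 nm, emission 598 nm / Replication: singlicate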
# PPC-1+TRAIL kill = kills PPC-1 cancer cells in the presence of TRAIL; PPC-1 cells + TRAIL, ATPLite viability luminescence; cell killing (% activity), % at 4 µM; hit rate 0.41% among 220,000;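 active means cell killing above 50% in the first pass at 4 µM, then a duplicate retest at 5 µM averaging 50% or more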;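 further: plate controls were cells with TRAIL plus DMSO for no effect and medium-only wells lacking cells for full effect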
# * hit, by the source's call; / = no result given; & = joins results of further samples; [ ] = remark or other dose. These rows are one share of the data; the hit share may differ from the screen's.
SMILES,EP2 antag,p47phox inh,p97 ATPase inh,Furin inhibitor,BaF3 parental,Ba/F3 V617F tox,Tb hexokinase,RBBP9 inh,PPC-1+TRAIL kill
COCCNC(=O)Nc1ccc2nc(-c3cccs3)c(-c3cccs3)nc2c1,24,-18,2,-24[20 µM],6,0,2,-7,28
COc1ccc(/C=C/c2cc(=O)c3cc(Cl)ccc3o2)cc1,3,-5,-6,-12,5,0,21,-5,9
Cc1nnc(-c2cnn(C)c2N)n1Cc1ccc2c(c1)OCO2,9,-13,1,-14,3,0,-5,-5,33
Cc1ccc(OCc2nnc(SCC(=O)Nc3ccc4c(c3)OCCO4)n2Cc2ccco2)cc1,8&5,-23,-1,0,3,-2,4,-13,7
CCC(C)NC(=O)/C(=C/c1ccco1)c1ccccc1 (stereo not given),-2,-9,1,-13,8,0,-2,4,10
CCCSc1ccc2nc(NC(=O)OC)[nH]c2c1,21&30,-5,5,6,76*,78*,0,-2,34
COc1ccccc1NC(=O)Cc1noc(CN(C)Cc2cccs2)n1,11,-13,-1,-15,4,2,7,-4,27
Cc1ccc(S(=O)(=O)O/N=C2\CCCc3ccccc32)cc1,11,46*,2,-26[20 µM],3,-3,1,4,-17
Cc1ccc(-c2nnc(-c3ccccc3)c(N3CCOCC3)n2)cc1,8,-3,-3,-13[20 µM],2,-1,-14,-5,25
CCNC(=O)COC(=O)c1cc(S(=O)(=O)N2CCCc3ccccc32)ccc1Cl,4,-9,3,-14,-3,-3,-4,-6,-16
Cc1ccc(C(=O)N/C(=C\c2ccco2)C(=O)NCC2CCCO2)cc1C (stereo not given),21,-8,3,-5[20 µM],4,2,-12,-4,11
CCC(=O)N/N=C/c1ccc(-c2ccc([N+](=O)[O-])cc2)o1,13,-11,2,2,-3,-2,-20,-3,6

# Next section (4 carried over from the part before).
SMILES,EP2 antag,p47phox inh,p97 ATPase inh,Furin inhibitor,BaF3 parental,Ba/F3 V617F tox,Tb hexokinase,RBBP9 inh,PPC-1+TRAIL kill
Cc1ccc(-c2nnc(-c3ccccc3)c(N3CCOCC3)n2)cc1,8,-3,-3,-13[20 µM],2,-1,-14,-5,25
CCNC(=O)COC(=O)c1cc(S(=O)(=O)N2CCCc3ccccc32)ccc1Cl,4,-9,3,-14,-3,-3,-4,-6,-16
Cc1ccc(C(=O)N/C(=C\c2ccco2)C(=O)NCC2CCCO2)cc1C (stereo not given),21,-8,3,-5[20 µM],4,2,-12,-4,11
CCC(=O)N/N=C/c1ccc(-c2ccc([N+](=O)[O-])cc2)o1,13,-11,2,2,-3,-2,-20,-3,6
CC(=O)NS(=O)(=O)c1ccc(N)cc1,15&6,-2,3,-15,6,-1,2,-7,9
COc1ccccc1NC(=S)NC(C)=O,7,1,1,-15,-4,-4,1,-4,2
O=C(NCCCn1ccnc1)C(=O)Nc1ccccc1,7,-31,2,-33,2,-2,4,-3,0
Cc1ccc2cc3cc(C(=O)N4CCCCC4C)oc3nc2c1 (stereo not given),/,-7,-7,0,2,4,7,-5,40
CSc1cccc(NC(=O)COc2ccccc2)c1,23,-18,-6,-34[20 µM],9,3,3,-9,19
COc1cc(-c2cc(C(=O)O)c3cc4c(cc3n2)OCCO4)cc(OC)c1OC,-4,-9,0,-14[20 µM],8,3,-36,0,12
OCCC1CN(CCCn2cccn2)CCN1Cc1ccccc1 (stereo not given),11,-11,0,3,1,1,5,-5,22
c1ccc(-c2nnc(CSc3nncs3)o2)cc1,11,0,-1,-7[20 µM],12,5,9,-4,-4
C=C(C)[C@@H]1CC[C@]2(C(=O)O)CC[C@]3(C)[C@H](CC[C@@H]4[C@@]5(C)CC[C@H](O)C(C)(C)[C@@H]5CC[C@]43C)[C@@H]12,14,3,/,-24,/,/,8,/,-4
Cc1ccc(NC(=S)NC(NC(=O)N(C)C)C(Cl)(Cl)Cl)cc1 (stereo not given),8,-17,-1,-20,8,1,-6,-3,26
Cc1noc2ncnc(Oc3ccc(C(C)(C)C)cc3)c12,8,-7,5,-21,0,-4,1,-2,-4
CS(=O)(=O)N(Cc1ccco1)CC(O)Cn1cc(C=O)c2ccccc21 (stereo not given),3,-8,-4,-15[20 µM],1,0,1,-8,-5
COc1cc(NC(C(=O)Nc2cccc(C(C)=O)c2)c2ccccc2)cc(OC)c1OC (stereo not given),7,-30,4,-11,2,-1,-5,0,16
O=C(C1CCCCC1)N1CCCC(c2nc3c(nnn3Cc3ccccc3)c(=O)[nH]2)C1 (stereo not given),8,1,-2,-19,7,4,1,-6,12
C/C(=N/NC(=O)c1cnccn1)c1ccncc1,6,9,1,-31,6,1,-7,2,19
CN(C)CCC1CCN(c2cc(C#N)c(C#N)cc2[N+](=O)[O-])CC1,2,2,2,-11,2,0,-2,-15,12
O=C(Cc1ccc(Cl)cc1)c1ccc(O)cc1,16,-5,6,-14,-1,-1,-26,-9,-9
O=C(Nc1ccc(Cl)c(Cl)c1)N(CCCN1CCOCC1)Cc1cccnc1,7,-8,2,-19,-5,1,-13,6,12
Cn1c(CN2CCC(C(N)=O)CC2)c(C#N)c2ccccc21,8&15,-2,7,-13[20 µM],0,-2,0,3,12
CC(C)(CCl)C(=O)Nc1ccnc(-c2ccncc2)n1,2,9,-2,-12,3,1,-7,-14,3
Cc1ccc(S(=O)(=O)N2CCC(=O)N(C(COCc3cccc(C(F)(F)F)c3)C(C)C)CC2)cc1 (stereo not given),11,4,-4,1,1,3,-1,3,22
COc1ccc(S(=O)(=O)NCCc2nnc3ccc(SCC(=O)Nc4nc(C)cs4)nn23)cc1,13,-2,1,-27,2,-2,-3,-1,5
O=C(Nc1ccc(-n2nncc2-c2ccco2)cc1)c1cc2ccccc2oc1=O,6,-2,4,-2,6,1,-8,-9,8
NNC(=S)Nc1cc(S(=O)(=O)N2CCOCC2)ccc1N1CCOCC1,6,-11,0,-22,6,0,-3,-10,18
CCn1cc(C(=O)O)c(=O)c2cc(F)c(N3CCN(C(=S)NC(=O)c4ccccc4C)CC3)cc21,9,-8,6,-28,1,0,-10,-4,22
Cc1cc(=O)[nH]c(SCC(=O)Nc2ccc(C)c(S(=O)(=O)N3CCCCC3)c2)n1,4,-11,4,-29,-2,-1,-10,4,-3
O=C(NCc1ccccc1)c1ccc(-c2ccc(F)cc2)o1,2,1,0,-18[20 µM],7,1,-3,-7,24
CCC(=O)Oc1ccc(C/C(=N\O)c2ccc(O)cc2O)o1,12,-5,8,-2[20 µM],5,4,-2,31*,15
O=C(Nc1cccnc1)c1ccc(-c2ccc(Cl)cc2)o1,12,-8,-2,-5,0,-3,-16,-12,28
COC(=O)Cn1c(=O)c(=O)n(CC(=O)OC)c2ccccc21,4,-1,-2,-18,1,1,-11,-4,-15
Cc1ccc(CNC(=O)C2CCC(=O)N2C2CCCCC2)cc1 (stereo not given),10,-3,1,-18,2,-3,0,-9,6
NCCCC[C@@H]1NC(=O)[C@H](CCC(=O)O)NC(=O)c2cc([N+](=O)[O-])cc(I)c2NCC[C@@H](C(N)=O)NC1=O,2,-8,9,-7,4,-2,-9,-1,-6
N/C(COc1ncn(-c2ccccc2)n1)=N\S(=O)(=O)c1ccccc1,4,-1,-1,-27,8,3,-2,-4,5
O=C(/C=C/c1ccc([N+](=O)[O-])s1)N1CCCCC1,7,-6,0,-5,7,2,0,-9,16
O=C(NCCc1ccccc1)C(c1ccncc1)N(C(=O)c1csnn1)C1CC1 (stereo not given),11,-2,-1,-13[20 µM],3,-3,3,1,41
O=C1NCCn2ccc(=O)cc21,9,-6,3,-19,0,-2,-6,5,-7
CCOc1cc(C(=O)Nc2nnc(C)s2)cc(OCC)c1OCC,11,-8,-1,-19,3,-1,-9,-2,17
O=C(Nc1ccc(S(=O)(=O)N2CCOCC2)cc1)c1ccc(CN2CCc3ccccc3C2)cc1,29,-2,1,-7[20 µM],51*,63*,-7,-6,32
O=C(Nc1ccc(NC(=O)c2ccccc2)nc1)c1ccncc1,10&11,-6,5,-18,3,-4,1,4,7
COc1ccc(NC(=S)Nc2cc(S(=O)(=O)N3CCCCC3)ccc2OC)cc1,4,-4,-1,5,11,7,26,-4,14
COc1ccc(OCC(O)CON2C(=O)c3ccccc3C2=O)cc1 (stereo not given),12,-7,0,-2[20 µM],-3,0,-2,4,34
O=C(NCc1ccccn1)c1ccc(Cl)s1,6,-21,2,-13[20 µM],6,-1,0,-1,6
C=CCNC(=S)N1CCN(c2ccccc2Cl)CC1,8,-1,-5,-11,8,3,0,-12,13
COc1ccc(OC)c(NC(=O)c2ccno2)c1,3,-22,-4,-8,8,9,6,3,5
Cc1cc(=O)[nH]c2c1c(=O)[nH]n2C1CC(C)N(C)CC1C (stereo not given),3,11,4,-14,0,-5,-10,-6,10
CCOC(=O)CSc1nnc(CNC(=O)c2ccc(OC)cc2)n1-c1ccc(OC)cc1,2,1,-5,-14,6,5,39,-6,-5
S=c1[nH]nc(-c2ccccc2Cl)n1Cc1ccccc1,4,-3,-3,-11,1,3,0,-7,3
O=C(Nc1nc(-c2cc3ccccc3o2)cs1)c1ccc(S(=O)(=O)N2CCCC2)cc1,9,-6,5,-22,7,1,-9,-9,11
COc1cc(-c2nc(-c3ccncc3)no2)cc(OC)c1OC,10,-1,-3,-15[20 µM],5,3,-5,-4,-2
Cc1ccc2c(ccc[n+]2CC(=O)c2ccccc2)c1,4,-30,3,-8,15,1,-4,3,5
O=C(COC(=O)CCC(=O)c1ccc(F)cc1)Nc1ccccc1,-2,2,-5,-16,1,5,5,-7,14
Oc1ccc(/C=N/n2c3ccccc3c3ccccc32)cc1,12,-27,0,-21[20 µM],5,1,-8,-1,8
CC(C)Cc1nc(N2CCN(C(=O)c3ccccc3)CC2)c(C#N)c2c1CCC2,3,-13,-7,-13[20 µM],-1,0,-5,-7,-4
Nc1nnc(SCC(=O)OCC(=O)Nc2ccccc2)s1,1,-12,2,-26,-2,-2,-3,3,10
Cc1ccc(C)c(Cc2c(C)nc(C)[nH]c2=O)c1,6,-1,-3,-16,5,-1,2,-5,8
COCC(C)N=Cc1c(O)[nH]c2ccccc12 (stereo not given),9,-11,-5,8,5,4,-25,-11,-4
Nc1ccn(Cc2ccccc2F)n1,7,-2,4,-27,-3,-4,-3,4,9
Cc1cccc(NC(=S)NNC(=O)c2cc3c(s2)CCC(C)C3)c1C (stereo not given),6,-2,1,-4,2,-3,71*,4,23
Clc1ccccc1C1=Nn2c(nnc2-c2ccncc2)SC1,/,-10,-2,-9,-3,-3,-4,-3,-19
c1csc(-c2ccc3ccccc3n2)c1,/,-7,5,-41,6,0,-1,-12,15
# The listing continues:
SMILES,EP2 antag,p47phox inh,p97 ATPase inh,Furin inhibitor,BaF3 parental,Ba/F3 V617F tox,Tb hexokinase,RBBP9 inh,PPC-1+TRAIL kill
COc1ccc(-c2nnc(SCc3c(C)noc3C)o2)cc1,5,-9,0,-19,5,0,2,-7,-4
CCCn1c(SCC(=O)N2CCc3ccccc3C2)nc2c1c(=O)n(C)c(=O)n2C,7,-17,4,-21[20 µM],3,1,-1,3,-8
CC(CC#CCN1CCOCC1)OCCC#N (stereo not given),8,0,1,-18,5,0,-1,-7,37
CSc1ccccc1NC(=O)CN1c2ccccc2CC1C (stereo not given),5,-13,1,-19,1,0,-12,-1,17
COc1ccc(Nc2nc(-c3cccs3)nc3ccccc23)c(OC)c1,6,-31,5,-7,2,-3,-11,-3,15
Cc1nnsc1C(=O)N/N=C/c1c(F)cccc1Cl,7,-14,4,-22,7,-1,-2,-5,-14
